Bioassay records as filed in PubChem.
HIF-2a inh – HIF-2a inhibition. actives 0.72% (n = 360,000). AID 624352. inhibition, % at 18.8 µM. 786-0 RCC cells HIF-2a reporter, luciferase luminescence, overnight;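 active = inhibition of the luminescence signal of 40% or more relative to plate controls, in a single-dose primary screen at 18.75 µM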
Vif inh – inhibitors of HIV Vif; HEK293T cells, Vif self-association by quenched fluorescence, imaging, 24 h; inhibition, % at 7.49 µM; actives 0.35% (n = 340,000); AID 602346; in the data active = inhibition above about 50%, passing the limit was not always enough; also: some results filed as inactive read as strong as hits
Peg3 prom inh – inhibitors of Peg3 promoter. HeLa PEG-Prom luciferase reporter, luminescence, overnight. inhibition, % at 20 µM. actives 1.7% (n = 360,000);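 active = inhibition of at least 50% at 20 µM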
PDI turbidity – PDI (human) enzyme inhibition; PDI insulin aggregation turbidity, A650, 90 min; inhibition, % at 10 µM; actives 0.052% (n = 350,000);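 active = mean inhibition across replicates of 30% or more, whatever share of single replicates reach that level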;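 also: absorbance from insulin aggregation driven by PDI reduction with DTT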
Target sequence (P07237 whole entry, looked up): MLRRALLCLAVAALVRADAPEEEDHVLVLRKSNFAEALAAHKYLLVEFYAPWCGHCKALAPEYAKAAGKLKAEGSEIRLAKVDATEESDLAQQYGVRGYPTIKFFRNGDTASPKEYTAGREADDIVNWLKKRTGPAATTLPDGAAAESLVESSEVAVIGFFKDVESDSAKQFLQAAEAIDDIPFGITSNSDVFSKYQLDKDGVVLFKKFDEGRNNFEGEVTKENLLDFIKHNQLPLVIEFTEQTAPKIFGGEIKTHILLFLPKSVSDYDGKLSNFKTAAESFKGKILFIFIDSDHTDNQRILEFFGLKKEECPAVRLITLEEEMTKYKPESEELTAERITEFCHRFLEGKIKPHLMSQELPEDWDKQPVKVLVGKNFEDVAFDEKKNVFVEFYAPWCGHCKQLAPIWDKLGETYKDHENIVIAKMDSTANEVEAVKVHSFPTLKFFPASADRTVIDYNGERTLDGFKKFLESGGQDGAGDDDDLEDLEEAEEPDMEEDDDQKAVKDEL
NR2E3 ag-1 – human photoreceptor-specific nuclear receptor agonism; Q9Y5X4; CHO-S Gal4-NCOR/VP16-NR2E3 two-hybrid, luciferase; inhibition of corepressor binding, % at 3.98 µM; actives 0.35% (n = 360,000); AID 602229;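 active = inhibition above the mean of all tested compounds plus 3 SD, cut at about 70% in these data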;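 also: 0% = DMSO with NR2E3 transfected cells and 100% = cells lacking NR2E3 construct; higher means lower luciferase signal from less NR2E3 corepressor binding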
Target sequence (Q9Y5X4 whole entry, looked up, the tested form may be a part): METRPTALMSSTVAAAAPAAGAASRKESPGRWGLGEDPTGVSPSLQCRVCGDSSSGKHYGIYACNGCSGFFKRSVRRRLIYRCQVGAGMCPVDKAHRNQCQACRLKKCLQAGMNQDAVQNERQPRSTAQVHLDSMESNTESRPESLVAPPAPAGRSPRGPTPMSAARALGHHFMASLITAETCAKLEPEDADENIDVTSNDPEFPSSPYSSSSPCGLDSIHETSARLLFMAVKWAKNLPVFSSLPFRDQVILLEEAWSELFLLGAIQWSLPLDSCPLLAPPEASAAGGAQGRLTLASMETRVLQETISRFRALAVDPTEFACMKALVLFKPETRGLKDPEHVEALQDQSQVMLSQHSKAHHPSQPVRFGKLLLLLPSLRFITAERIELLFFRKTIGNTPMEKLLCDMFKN
MITF TRPM1 inh – inhibitors of MITF-driven TRPM1 promoter in melanoma cells; inhibition, % at 12.5 µM; actives 0.83% (n = 330,000); SK-MEL-5 TRPM1 promoter luciferase, 24 h;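 active = mean inhibition across replicates of 60% or more, whatever share of single replicates reaches that level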; also: values of inactives mirror those of a sister screen read the other way
Granule exo inh – lytic granule exocytosis inhibition; TALL-104 LAMP-1 surface exposure, flow cytometry; cells stimulated with thapsigargin and PMA; inhibition, % at 10 µM; actives 0.66% (n = 360,000); AID 651702;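 active = inhibition above about 55%, limit read from the data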
NR2E3 ag-2 – activates human photoreceptor nuclear receptor NR2E3 | Q9Y5X4 | AID 2300 | actives 0.12% (n = 320,000) | GST-NR2E3/biotin-RetCOR TR-FRET, 1536-well | inhibition of corepressor binding, % at 4.78 µM;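 active = percent inhibition above the cutoff of mean plus 3 SD of all tested compounds, set per screening campaign, cut at about 20% in these data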;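 also: 0% = DMSO wells and 100% = biotin wells as full block of FRET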
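Material: NR2E3–RetCOR corepressor complex / Incubation: Compound–protein incubation for 5 h at 4 °C / Dosing: compound at 4.8 µM, single dose / Detection: time-resolved FRET / Benchmarks: high control biotin, low control 0.6% DMSO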
aDG glyco act – alpha-DG glycosylation activation | activation, % at 10 µM | actives 0.22% (n = 360,000) | Pro5-aDG cells, alpha-DG glycosylation AlphaScreen (IIH6); 0% Pro5, 100% B10-LARGE cell signal;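 active = activation of at least 8% versus controls, or a plate z-score of at least 8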;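 also: Pro5 are CHO cells carrying HIG-tagged alpha-DG that lacks glycosylation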
CaV13 FRET inh – Primary screen for inhibitors of IQ motif and Ca2+-dependent inactivation inhibitor domain binding in CACNA1D, Förster resonance energy transfer in living cells, …. AID 743397. HEK cells, CFP/YFP FRET ICDI-IQ, plate reader, 10 min; percent FRET-ratio fall versus neutral wells. inhibition, % at 12.3 µM. actives 0.098% (n = 340,000);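 active = mean replicate inhibition of at least 30% and at least 1% of replicates passing that level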;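 also: 0% = median of the neutral control wells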
iPSC survival up – enhancers of human iPSC single-cell survival | hiPSC single-cell survival, ATPlite luminescence; 100% = ROCK inhibitor wells, 0% = DMSO | survival enhancement, % at 20 µM | actives 0.044% (n = 360,000); in the data active = survival enhancement above about 18%;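 also: cells exposed to compounds for 16 hours before the ATP read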
* hit, by the source's call; . = not tested or not shown; + = active, no number. This is a random part of the collection; overall some 3.5% were active at least once.

SMILES	HIF-2a inh	Vif inh	Peg3 prom inh	PDI turbidity	NR2E3 ag-1	MITF TRPM1 inh	Granule exo inh	NR2E3 ag-2	aDG glyco act	CaV13 FRET inh	iPSC survival up
CCC(=O)Nc1nc2nc(-c3ccccc3)cc(-c3ccccc3)n2n1	16	4	-6	6	-22	-7	-3	-4	-0.2	.	0.8
O=C(c1ccc(COc2ccc3ccccc3c2)o1)N1N=C(C(F)F)CC1(O)C(F)F (stereo unspecified)	-72	-10	-5	-2	-19	-7	1	1	0.3	-7	0.7
COc1ccc(-c2ccc(-c3noc(-c4ccccc4C)n3)c(OC)n2)cc1	-15	0	-26	-10	-32	-4	0	5	0.0	-6	7.3
CC1(C)CC(=O)N(c2cccc(C(F)(F)F)c2)C(=O)C1	15	4	35	-1	2	-10	2	2	-0.1	-3	0.0
CCCCn1c(Cl)nc2c1c(=O)n(C)c(=O)n2C	19	-5	9	4	-27	11	-5	2	0.0	-6	1.0
CCSc1nnc(-c2ccccc2SC)o1	-76	-10	-62	-1	-7	-2	-3	7	0.0	-4	-1.0
O=C(COC(=O)C(O)C(O)C(=O)OCC(=O)c1ccc(C(F)(F)F)cc1)c1ccc(C(F)(F)F)cc1 (stereo unspecified)	7	5	3	-2	-40	4	6	-1	0.1	-4	0.3
Cc1cccnc1NC(=O)c1ccc([N+](=O)[O-])o1	1	4	-10	4	16	17	1	2	0.7	-2	3.3
S=C(NCCCc1cnc[nH]1)NCCCN(Cc1ccccc1)c1ccc(Br)cn1	3	-6	46	0	-9	.	17	.	-0.2	-7	-1.7
Cc1ccnc(SCC(=O)c2cc3ccccc3o2)n1	-76	-6	-82	5	-15	-1	8	1	0.0	0	0.4
COc1ccc(OC)c(C2C(C(=O)N(C)C)=C(C)Nc3nc4ccccc4n32)c1 (stereo unspecified)	2	7	-9	-4	2	3	0	-1	-0.2	.	7.8
O=C(CCCCn1c(=O)c2ccccc2n(Cc2ccc(Cl)cc2)c1=O)NCc1ccco1	13	16	31	-9	-46	16	-2	-1	0.2	-5	-2.2
COc1ccc(-c2cc(=O)oc3cc(OCC(=O)N4C[C@H]5C[C@@H](C4)c4cccc(=O)n4C5)ccc23)cc1	20	-2	14	.	-22	2	-7	0	-0.3	.	-1.1
O=C1CCCc2c1[nH]c1ccc(Br)cc21	-6	-10	28	-7	-10	17	-5	1	0.0	-3	-0.2
CCOc1ccc(C(=O)N2CCN(C(=O)c3ccco3)CC2)cc1OCC	16	-6	10	-1	-16	8	0	5	-0.1	-7	-0.2
Cc1ccc(C(=O)NCC(=O)OCCCOC(=O)CNC(=O)c2ccc(C)c(C)c2)cc1C	4	4	-7	-16	-10	.	-1	1	0.0	-18	-0.4
CCc1noc(C)c1C(=O)Nc1cc(Cl)ccc1-n1cncn1	20	1	24	-2	3	16	-5	-2	0.0	-7	-0.4
O=C(Nc1ccc2c(c1)OCO2)C1CC1(Cl)Cl (stereo unspecified)	-154	-3	-116	3	-26	-52	-12	1	0.0	-5	-0.7
Cc1csc(NC(=O)CCNC(=O)c2ccc([N+](=O)[O-])cc2)n1	3	24	-2	-2	-16	14	-1	-2	-0.3	-3	2.1
COCCOCC(O)CN1CCN(c2ccccc2)CC1 (stereo unspecified)	-1	26	1	5	-4	10	1	2	0.2	.	3.3

One compound at a time, as listed above. Order of values: HIF-2a inh, Vif inh, Peg3 prom inh, PDI turbidity, NR2E3 ag-1, MITF TRPM1 inh, Granule exo inh, NR2E3 ag-2, aDG glyco act, CaV13 FRET inh, iPSC survival up
`COc1ccc(-c2cc(=O)oc3cc(OCC(=O)N4C[C@H]5C[C@@H](C4)c4cccc(=O)n4C5)ccc23)cc1` across the screens: 20, -2, 14, ., -22, 2, -7, 0, -0.3, ., -1.1
`COc1ccc(OC)c(C2C(C(=O)N(C)C)=C(C)Nc3nc4ccccc4n32)c1` (stereo unspecified) across the screens: 2, 7, -9, -4, 2, 3, 0, -1, -0.2, ., 7.8
`S=C(NCCCc1cnc[nH]1)NCCCN(Cc1ccccc1)c1ccc(Br)cn1` across the screens: 3, -6, 46, 0, -9, ., 17, ., -0.2, -7, -1.7

Just iPSC survival up, for 4 of the compounds above:
SMILES	iPSC survival up
Cc1cccnc1NC(=O)c1ccc([N+](=O)[O-])o1	3.3
S=C(NCCCc1cnc[nH]1)NCCCN(Cc1ccccc1)c1ccc(Br)cn1	-1.7
Cc1ccnc(SCC(=O)c2cc3ccccc3o2)n1	0.4
COc1ccc(OC)c(C2C(C(=O)N(C)C)=C(C)Nc3nc4ccccc4n32)c1 (stereo unspecified)	7.8

Next records
SMILES	HIF-2a inh	Vif inh	Peg3 prom inh	PDI turbidity	NR2E3 ag-1	MITF TRPM1 inh	Granule exo inh	NR2E3 ag-2	aDG glyco act	CaV13 FRET inh	iPSC survival up
COC(=O)c1ccccc1NC(=O)Cn1cnc([N+](=O)[O-])c1	19	-3	4	7	-14	1	-6	5	-0.1	-21	-0.5
S=C(NCCc1ccccc1)Nc1ccc(Br)cc1	-192	4	-178	-5	-77	-34	-10	2	0.0	-2	0.7
CCN(CC(=O)NCCc1ccccc1)S(=O)(=O)c1ccc(Br)cc1	-2	2	11	-1	-12	1	-9	4	0.1	-9	-0.4
COc1ccc(C(=O)NNC(=O)Nc2ccc(C)cc2)cc1	25	1	12	15	-13	7	-2	-4	-0.4	-2	1.5
CC(=O)Nc1ccc(C(=O)Nc2nc(-c3cccnc3)cs2)cc1	-32	0	-11	-16	22	-1	-3	-3	-0.1	-19	-0.3
O=C(NCc1cccnc1)c1ccc(COc2ccccc2Cl)o1	8	-2	10	10	-11	.	-6	0	1.5	.	0.4
N#Cc1ccccc1Sc1ccccc1C(=O)NCC(c1ccco1)N1CCCCC1 (stereo unspecified)	-3	-1	14	0	2	-15	3	0	0.5	-2	-0.5
CC(=O)c1ccc(NC(=O)Cn2cnc(S(=O)(=O)N3CCC(C)CC3)c2)cc1	11	5	-9	-3	-3	-2	-11	-1	-0.4	-5	-0.2
Cc1ccc(C)c(NC(=O)c2cc(-c3ccccc3O)n[nH]2)c1	-328	10	-232	4	-86	-65	0	.	0.2	-4	-0.2
CCC(C)N(C(=O)COC(=O)C1CCN(S(=O)(=O)c2ccc(C)c(C)c2)CC1)C1CCS(=O)(=O)C1 (stereo unspecified)	0	0	-6	-3	10	1	1	-2	-0.1	-2	-0.2
COc1ccc(NC(=O)CN(C)C(=O)c2cccc(S(=O)(=O)Nc3ccc(F)cc3)c2)cc1	19	13	13	-9	6	.	3	0	0.1	-3	-0.3
Cc1ccc2cc(C3CC(c4cccs4)=NN3S(C)(=O)=O)c(Cl)nc2c1 (stereo unspecified)	8	-4	-20	-4	-16	2	-11	-4	-0.2	-3	-0.2
Cc1nn2c(-c3ccc(S(=O)(=O)N4CCN(CCO)CC4)o3)nnc2c2ccccc12	7	0	10	9	-3	4	2	2	0.0	-6	-0.5
CC(C)c1ccc(S(=O)(=O)N2CCN(C(=O)C3CCCCC3)CC2)cc1	8	-8	15	5	16	13	-3	5	0.1	-2	-0.2
COCCOC(=O)C1=C(N)OC2=C(C(=O)CC(C)(C)C2)C1c1ccncc1 (stereo unspecified)	10	-13	0	10	-33	4	-1	-1	0.1	-2	1.6
CCn1nccc1C(=O)NC1=C(C#N)CCC1	6	7	15	-7	-15	-4	-1	1	0.0	-7	-0.8
O=S(=O)(c1cccc2cccnc12)N1CCOCC1	5	7	13	23	7	12	-2	-1	-0.2	-7	-3.0
O=C(Nc1ccc(N2CCOCC2)cc1)Nc1ccc2nc(-c3ccco3)c(-c3ccco3)nc2c1	0	-5	47	5	-20	-13	40	0	-0.6	-10	-1.6
COc1ccc([N+](=O)[O-])c(S(=O)(=O)c2ccccc2)n1	82*	11	111*	-5	-6	.	27	2	-0.1	-18	-0.2
Cc1ccc(OCC(=O)c2cc(C)n(C)c2C)c([N+](=O)[O-])n1	-46	12	-48	8	26	-6	2	-1	-0.1	-2	-0.1
Nc1nc(NCCc2ccccc2)nc(NCCO)c1[N+](=O)[O-]	-34	2	44	-2	8	-3	5	0	-0.1	-21	1.1
COc1ccc(Br)cc1-c1nc(C)c(C(C)=O)n1O	-9	.	-1	-3	-28	3	3	5	-0.1	.	-1.9
COc1ccc(CCN2CC(C(=O)OC(C)C(=O)Nc3cccc(Cl)c3)CC2=O)cc1OC (stereo unspecified)	4	0	2	-4	-2	2	1	0	0.0	-5	-0.5
CC(=O)NC(CSc1cc(C)nc2ccc(Br)cc12)C(=O)O (stereo unspecified)	4	11	8	6	-22	4	-1	25*	0.1	0	1.1
Cc1ccc(CNC(=O)CN(C(=O)C2(C)CC(=O)N=C3C=CC=CN32)c2ccc(F)cc2)cc1 (stereo unspecified)	10	6	-1	-7	-12	-8	-12	5	0.0	-7	0.1
Cc1oc2c(C)c3oc(=O)c(CCC(=O)N[C@@H](CC(C)C)C(=O)O)c(C)c3cc2c1C	11	5	6	0	-17	-1	19	-4	0.2	-5	0.5
O=c1c2ccccc2nc(/C=C/c2ccc([N+](=O)[O-])o2)n1CCCO	80*	+	104*	9	29	98*	13	-1	-0.5	.	-7.0
NS(=O)(=O)c1cc(C(=O)NCC2CCCCC2)ccc1Cl	-14	3	-15	-2	-5	-8	-11	1	-0.1	-3	-0.6
CCN(CC)c1cc(-c2ccccc2)ncn1	-35	-6	7	-40	-8	0	-3	1	0.3	-6	-0.3
CCOc1ccc(NC(=S)N2CCCC2)cc1	-46	-4	-9	-3	-3	-1	0	.	-0.1	-5	-0.5

Four compounds out of the list above, sorted by the number in NR2E3 ag-2, lowest first:
SMILES | HIF-2a inh | Vif inh | Peg3 prom inh | PDI turbidity | NR2E3 ag-1 | MITF TRPM1 inh | Granule exo inh | NR2E3 ag-2 | aDG glyco act | CaV13 FRET inh
Cc1ccc2cc(C3CC(c4cccs4)=NN3S(C)(=O)=O)c(Cl)nc2c1 (stereo unspecified) | 8 | -4 | -20 | -4 | -16 | 2 | -11 | -4 | -0.2 | -3
COc1ccc(OC)c(C2C(C(=O)N(C)C)=C(C)Nc3nc4ccccc4n32)c1 (stereo unspecified) | 2 | 7 | -9 | -4 | 2 | 3 | 0 | -1 | -0.2 | .
O=C1CCCc2c1[nH]c1ccc(Br)cc21 | -6 | -10 | 28 | -7 | -10 | 17 | -5 | 1 | 0.0 | -3
COc1ccc([N+](=O)[O-])c(S(=O)(=O)c2ccccc2)n1 | 82* | 11 | 111* | -5 | -6 | . | 27 | 2 | -0.1 | -18

Two entries picked at random from the list so far, as already listed:
SMILES	HIF-2a inh	Vif inh	Peg3 prom inh	PDI turbidity	NR2E3 ag-1	MITF TRPM1 inh	Granule exo inh	NR2E3 ag-2	aDG glyco act	CaV13 FRET inh	iPSC survival up
CCOc1ccc(NC(=S)N2CCCC2)cc1	-46	-4	-9	-3	-3	-1	0	.	-0.1	-5	-0.5
Cc1ccc(CNC(=O)CN(C(=O)C2(C)CC(=O)N=C3C=CC=CN32)c2ccc(F)cc2)cc1 (stereo unspecified)	10	6	-1	-7	-12	-8	-12	5	0.0	-7	0.1
